Ub-GFP proteasome = Ubiquitin-GFP Assay. Ubiquitin-GFP reporter cells, proteasome inhibition, GFP fluorescence; response scale: untreated = 0%, 10 µM MG-132 = 100%. Potency, µM (series often up to 45.9 µM), inactives show at the top dose activation (GFP accumulation), hits mostly activators. 67,000 tested, under 10 active. AID 526, 2006; active means well fitted activation curve with a large enough effect, not every such curve was filed as active; inconclusive means small, poorly fitted or top-dose-only effect, or another doubt; inactive means no such curve, though single readings can be large or run the other way; further: potency means the concentration at half of the fitted maximal effect
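U2OS Ub(G76V)-GFP reporter; O/N plating, 0.5% FBS; cpd 46 uM–2.9 nM, 4 h, 37 °C; GFP+ cell count, 488/515 nm; norm. to basal vs 10 uM MG-132; CRC fit.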
USP2a inh = qHTS Assay for Inhibitors of Ubiquitin-specific Protease USP2a; Ubiquitin carboxyl-terminal hydrolase 2 (Homo sapiens), O75604; USP2a enzymatic assay, qHTS inhibition; Potency, µM (series often up to 38.3 µM), for the others: at the top dose activity change, negative = inhibition, usual class: inhibitors; actives 0.1% (n = 60,000); AID 927, 2007;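 further: potency means the concentration at half of the fitted maximal effect; nearly all actives have a fitted effect of over 60% in size; plate controls were DMSO for no effect and NEM full inhibition control for full effect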
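Coupled readout: USP2-cleaved Ub-PLA2 (20nM final) turns over NBD C6-HPC (20uM final), Ex 460nm/Em 535nm after 2.5 h, time-zero read flagging artifacts. Enzyme (20nM final, pH 8.0 Tris) given 30 min RT with compound first; NEM defines full inhibition.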
ALOX15 inhib = qHTS Assay for Inhibitors of 15-hLO (15-human lipoxygenase); actives 1.4% (n = 74,000); Polyunsaturated fatty acid lipoxygenase ALOX15 (Homo sapiens), P16050; purified 15hLO-1, xylenol orange hydroperoxide absorbance; Potency, µM (doses to about 57.1 µM), without a hit: at the highest dose activity change, negative = inhibition, hits mostly inhibitors; further: potency means the concentration at half of the fitted maximal effect; on the % scale 0 is the no-effect control and ±100 the full control effect; nearly all actives have a fitted effect of over 55% in size
Target sequence (P16050 whole entry, looked up): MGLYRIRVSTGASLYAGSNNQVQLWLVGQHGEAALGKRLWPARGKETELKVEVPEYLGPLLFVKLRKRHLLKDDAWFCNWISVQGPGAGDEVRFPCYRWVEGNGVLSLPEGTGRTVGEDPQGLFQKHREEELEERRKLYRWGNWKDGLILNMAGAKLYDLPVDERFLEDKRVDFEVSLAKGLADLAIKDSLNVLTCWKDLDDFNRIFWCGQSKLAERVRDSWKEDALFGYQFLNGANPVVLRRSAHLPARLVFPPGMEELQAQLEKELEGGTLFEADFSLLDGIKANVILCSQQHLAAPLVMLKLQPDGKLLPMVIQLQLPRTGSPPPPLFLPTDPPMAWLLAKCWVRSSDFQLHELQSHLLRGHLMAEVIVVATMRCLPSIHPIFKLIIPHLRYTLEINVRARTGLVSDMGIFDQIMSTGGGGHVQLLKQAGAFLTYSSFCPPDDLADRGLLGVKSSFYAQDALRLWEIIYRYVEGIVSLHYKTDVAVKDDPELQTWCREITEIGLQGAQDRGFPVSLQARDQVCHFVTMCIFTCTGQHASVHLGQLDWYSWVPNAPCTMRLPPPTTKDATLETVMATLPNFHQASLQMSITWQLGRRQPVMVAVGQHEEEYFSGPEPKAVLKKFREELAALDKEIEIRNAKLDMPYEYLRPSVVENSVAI
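Quantitative HTS in 25 mM Hepes pH 7.5 containing 0.01% Triton X-100: human 15hLO-1 at 40 nM, arachidonic acid at 50 uM, 6 min turnover. Product quantified via ferrous oxidation/xylenol orange, 573:405 nm absorbance ratio.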
HADH2 inhib = qHTS Assay for Inhibitors of HADH2 (Hydroxyacyl-Coenzyme A Dehydrogenase, Type II) | Potency, µM (highest dose often 57.1 µM), inactives show at the highest dose activity change, negative = inhibition, most hits filed as inhibitors | recombinant HADH2, NADH fluorescence, beta-hydroxybutyryl-CoA | actives 3.4% (n = 73,000); further: potency means the concentration at half of the fitted maximal effect; on the % scale 0 is the no-effect control and ±100 the full control effect; nearly all actives have a fitted effect of over 60% in size; many of its hits are not listed in these tables
Target sequence (Q99714 whole entry, looked up, one chain of several): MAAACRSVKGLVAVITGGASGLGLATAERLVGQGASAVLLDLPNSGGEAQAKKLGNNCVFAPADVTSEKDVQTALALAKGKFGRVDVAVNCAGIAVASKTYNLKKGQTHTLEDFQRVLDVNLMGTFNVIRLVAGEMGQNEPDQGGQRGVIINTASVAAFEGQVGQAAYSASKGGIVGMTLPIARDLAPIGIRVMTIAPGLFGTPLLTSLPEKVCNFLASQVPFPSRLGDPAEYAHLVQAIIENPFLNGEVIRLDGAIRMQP
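E. coli-expressed His-tagged HADH2 tested at 20 nM in alkaline Tris buffer (pH 9.0); oxidation of 90 uM beta-hydroxybutyryl-CoA with 1 mM NAD+ tracked fluorimetrically for 4 min.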
BRCT PPI green = qHTS Assay for Inhibitors of BRCT-Phosphoprotein Interaction (Green Fluorophore); AID 875, 2007; BRCA1 BRCT-phosphopeptide binding, green fluorescence polarization; actives 0.05% (n = 75,000); Potency, µM (highest dose often 76.9 µM), without a hit: top-dose activity change, negative = inhibition, actives largely listed as inhibitors; Breast cancer type 1 susceptibility protein (Homo sapiens), P38398;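 further: potency means the concentration at half of the fitted maximal effect; plate controls were peptide without protein for full effect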
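Fluorescence polarization: His-tagged BRCT (~35 kDa BRCA1 C-terminus, 250 nM) bound to 100 nM fluorescein-labeled phosphorylated 10-aa BACH1 peptide, pH 7.3 phosphate buffer with DTT and Tween 20. Compounds incubated 12 min at room temperature; inhibition read as lowered polarization.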
Hsp90 Hop PPI = qHTS Assay for Disrupters of an Hsp90 Co-Chaperone Interaction; Hsp90 C-terminal peptide / TPR2A (Hop) interaction, human; AlphaScreen TPR2A-His6 binding biotin-Hsp90 C-terminal peptide; Potency, µM (highest dose often 57 µM), without a hit: at the top dose activity change, negative = inhibition; actives 0.44% (n = 71,000); active means well fitted curve in either direction with a large enough effect; inconclusive means small, poorly fitted or top-dose-only effect, or another doubt; further: potency means the concentration at half of the fitted maximal effect; on the % scale 0 is the no-effect control and ±100 the full control effect; many of its hits are not listed in these tables
BRCT PPI red = qHTS Assay for Inhibitors of BRCT-Phosphoprotein Interaction (Red Fluorophore); actives 0.03% (n = 75,000); BRCT-phosphopeptide binding, red fluorescence polarization; Potency, µM (top dose mostly 76.9 µM), for the others: top-dose activity change, negative = inhibition, usual class: inhibitors; AID 892, 2007; Breast cancer type 1 susceptibility protein (Homo sapiens), P38398; further: on the % scale 0 is the no-effect control and ±100 the full control effect
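Rhodamine-labelled pBACH1 10-mer (100 nM) bound to BRCT domain (100 nM) at pH 7.3; compounds incubated 12 min room temperature, polarization read. Free peptide defines full inhibition; unlabelled decapeptide titrated as control.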
HBB splice mod = qHTS Assay for Modulators of Hemoglobin Beta Chain Splicing. Potency, µM (top dose mostly 46.1 µM), without a hit: at the highest dose activation, most hits filed as activators. HBB splicing reporter cell assay, activation; EGFP reporter with mutant IVS2-654 intron; response scale: normalised to 500 nM splice-correcting PNA. actives 0.06% (n = 65,000). AID 925, 2007; further: potency means the concentration at half of the fitted maximal effect; 0% is about no effect
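HeLa cells stably expressing EGFP interrupted by mutant beta-globin intron 2 (IVS2-654), 500/well in 2% FCS. Treated with compound for 2 days at 37C. Splicing correction scored as total well GFP intensity (488 nm excitation, 500-520 nm emission); 500 nM antisense PNA served as control.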
GFP derepression = qHTS Assay for Epigenetic Modulators | mouse C127i GFP locus derepression, cytometry, 30 h | Potency, µM (series often up to 46.1 µM), inactives show at the top dose GFP derepression (activation) | actives 0.09% (n = 68,000); further: % of control where 0% means no effect
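Murine C127i mammary cells carrying a silenced, stably integrated CMV-driven GFP reporter were treated with compound for 30 hours at 37 C. After PBS washes, GFP-positive cells were counted by laser-scanning microplate cytometry.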
Pol III holo inh = qHTS Assay for Inhibitors of DNA Polymerase III Holoenzyme System; reconstituted DNA polymerase III holoenzyme replication, biochemical; Potency, µM (titrated, usually from 57.1 µM), without a hit: at the top dose activity change, negative = inhibition; actives 0.25% (n = 71,000); further: potency means the concentration at half of the fitted maximal effect; on the % scale 0 is the no-effect control and ±100 the full control effect
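Reconstituted *E. coli* holoenzyme (0.35 nM Pol III, 1 nM beta, 154 nM SSB, 2 nM primase) was preincubated with compound for 15 min at RT. Synthesis on 1.4 nM ssM13Gori ran 35 min, then was stopped with PicoGreen/EDTA and read as dsDNA fluorescence.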
CRE Fsk mod = Cell signaling CRE-BLA (Fsk stim); AID 662, 2007; actives 2.5% (n = 71,000); Potency, µM (series often up to 38.2 µM), for inactives: at the highest dose activity change, negative = inhibition, usual class: activators; CHO CRE-bla reporter (cAMP response element driving beta-lactamase), forskolin EC10, beta-lactamase ratio; active means well fitted activation curve with a large enough effect in the signal ratio, with a control signal flat, not every such curve was filed as active; inconclusive means small, poorly fitted or top-dose-only effect, or effect the other way, or a change in a side signal; the % refers to the signal ratio; further: potency means the concentration at half of the fitted maximal effect; % of control where 0% means no effect
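Modulation of forskolin-driven signalling is measured in CHO cells carrying a CRE-controlled beta-lactamase reporter. Cells are stimulated with EC10 NKH 477 in the presence of titrated compound for 3 h at 37 °C, then loaded with CCF4 for 2 h at room temperature.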
Numbers without * were called inactive; ? = inconclusive; nt = no result given; [ ] = dose if it differs, or a comment. Unless noted, the call rests on the fitted dose curve; in most records, active means well fitted curve in the direction sought with a large enough effect; inconclusive means small, poorly fitted or top-dose-only effect, or another doubt; inactive means no such curve, though single readings can be large; an effect the other way counts as inactive or inconclusive. Not all compounds are listed; count on the stated rates, not on these rows.

SMILES | Ub-GFP proteasome | USP2a inh | ALOX15 inhib | HADH2 inhib | BRCT PPI green | Hsp90 Hop PPI | BRCT PPI red | HBB splice mod | GFP derepression | Pol III holo inh | CRE Fsk mod
COc1cccc(Cn2c(=O)c(-c3ccc(Cl)cc3)nc3cnc(N(C)C)nc32)c1 | 5.1% | 68.7%[activator] | 8.0% | -4.7% | 0.0% | -0.7% | -0.7% | 1.1% | 13.5%[9.22 µM] | -10.8% | ?
CCCC(=O)Nc1nnc(Cc2ccccc2)s1 | -9.4% | 7.0% | 5.0% | 1.4% | 1.5% | -1.7% | 1.3% | -3.1% | 2.5% | 2.1% | 15.2%
Cc1cccn2cc(CNC(=O)c3ccco3)nc12 | 11.4% | 9.8% | 0.2% | 0.4% | -2.0% | -2.6% | 0.2% | -1.1% | 1.5% | -4.9% | -7.1%
CSc1nc(N2CCOCC2)c2ccccc2n1 | -8.7% | -13.5% | 0.8% | -6.6% | -1.6% | -2.0% | -0.1% | 3.2%[0.369 µM] | 0.6% | -5.7% | 10µM*
Cc1ccc(C(=O)O)cc1S(=O)(=O)N1CCC(C(=O)O)CC1 | 4.7% | -1.1% | -7.4% | 2.0% | -0.6% | 0.8% | -0.6% | -1.0% | 0.0% | -6.3% | -0.5%
CC1CCc2nc(N)c(C#N)c(-c3cccn3C)c2C1 (configuration not stated) | -1.1% | 2.0% | -7.2% | -4.6% | -4.0% | -4.1% | 0.3% | -0.5% | 2.9% | -6.5% | -0.1%
CC(C)N(Cc1nc(-c2ccccc2)no1)C(=O)COc1ccccc1 | -13.1% | nt | -0.4% | -6.4% | -1.8% | -6.1%[2.3 µM] | 0.6% | -1.7% | nt | -4.8% | -7.5%
Cc1ccnc(NC(=O)CN(C)S(=O)(=O)c2cccc3nsnc23)c1 | 6.6% | -7.7% | 0.7% | 5.4% | -0.2% | 5.0% | -3.3% | -0.4% | 11.4% | -1.3% | 28.0%
CCOC(=O)c1cc2c(ccn2C)n1CC(=O)N1CCC(Cc2ccccc2)CC1 | -2.5% | -5.1% | -29.3% | 23.9% | -2.7% | -23.4% | -0.8% | -4.0% | 2.3% | 0.4% | ?
CCC1S/C(=C(\C#N)C(=O)NCc2ccco2)N(c2ccc(F)cc2)C1=O (configuration not stated) | nt | 12.2% | 7.9% | -11.8% | 4.9% | -4.7% | 0.2% | -0.9%[0.369 µM] | -0.5% | -2.5% | ?
O=C(c1cc2ccccc2cc1OCC(O)CN1CCCCC1)N1CCCCC1 (configuration not stated) | 2.9% | nt | -11.4% | -5.3% | 0.8% | -5.8%[2.3 µM] | 0.2% | 0.2% | nt | -0.8% | -12.8%
O=c1[nH]nc(Cc2ccccn2)c2ccccc12 | 0.5% | -3.0% | -1.6% | -3.9% | -3.2% | -1.8% | -0.7% | -0.2% | 2.1% | -2.8% | 1.7%
CC(C)NC(=O)[C@H]1C[C@@H]1[C@H](NC(=O)OCc1ccccc1)c1ccccc1 | nt | nt | 13.2% | 18.3% | -2.2% | 5.6% | -0.5% | 0.3% | nt | -4.7% | 1.2%
COc1ccc2nc3c(cc2c1)Cc1ccccc1-3 | nt | nt | nt | 232.4%[activator] | -2.0% | ? | -1.0% | 2.0% | nt | -13.1% | ?
CCOCC(=O)Nc1cccc(C(=O)OCC)c1 | -3.0% | 3.0% | -0.5% | 1.1% | -2.8% | -2.9% | -0.2% | -0.9% | -1.6% | -0.1% | -3.5%
Cc1cc(C)n(-c2nc3ccccc3nc2N2CCN(C(=O)c3ccc(Cl)cc3)CC2)n1 | 20.0% | 36.8%[activator] | -3.1% | 7.7% | 0.1% | 22.9% | 0.1% | -0.9% | 4.3% | -1.8% | ?
Cc1c(NC(=O)Nc2ccccc2Cl)sc(=S)n1C | -17.3% | -28.8% | -12.1% | ? | 0.1% | -0.2% | -1.9% | 2.5% | 11.9% | -2.1% | 9.5%
COc1ccccc1C1C(C(=O)c2cc3ccccc3o2)=C(O)C(=O)N1CCN1CCOCC1 (configuration not stated) | -7.1% | 23.8% | 2.6% | -4.8% | -1.0% | -4.0% | 1.4% | 2.6%[1.84 µM] | 0.0% | -10.1% | ?
CCCS(=O)(=O)N1CCCC(C(=O)NCCCN(CC)c2cccc(C)c2)C1 (configuration not stated) | -5.3% | 8.9% | -1.2% | -3.0% | 1.8% | -3.1% | -1.6% | -0.6% | 3.6% | -4.0% | -5.0%
O=C(COC(=O)c1ccc(Br)c(S(=O)(=O)N2CCOCC2)c1)NCC1CCCO1 (configuration not stated) | 4.4% | 0.0% | -4.4% | 2.0% | -0.6% | -3.8% | -0.6% | -0.2% | -0.1% | -1.4% | -3.1%
NC(=O)COc1ccc(NC(=O)OCc2ccccc2)cc1 | 12.5% | -7.8% | 10.8% | 3.5% | -1.6% | ? | 1.5% | -1.1% | -1.1% | 4.6% | ?
CCOC(=O)c1cc2c(=O)n3cccc(C)c3nc2n(CC2CCCO2)c1=NC(C)=O (configuration not stated) | nt | 16.7% | 5.0% | ? | 1.0% | -4.9% | 0.6% | 1.2%[0.369 µM] | 0.0% | -1.0% | 10µM*
CC(=O)Nc1ccc(S(=O)(=O)n2cnc(C)c2)cc1 | 0.0% | -11.6% | -14.2% | -8.0% | -1.8% | -1.0% | -1.7% | -7.7% | -1.2% | 53.4% | 11.6%
COC(=O)c1[nH]c2c(c1C)C(=O)CC(c1cc(OC)ccc1OC)C2 (configuration not stated) | -2.2% | nt | -12.0% | 4.4% | -1.4% | -2.0% | 0.6% | 1.6% | -3.4% | -4.1% | ?
Cc1c(NC(=O)N2CCCCCC2)c(=O)n(-c2ccccc2)n1C | -5.1% | -8.4% | 6.3% | -15.9% | -1.6% | 1.7% | 0.5% | -4.1% | -1.2% | 1.6% | -10.5%
CCOC(=O)c1c(NC(=O)Cc2cccs2)sc(C)c1C | 2.7% | 5.5% | -26.0% | ? | -4.3% | 17.8% | -0.9% | -0.1%[9.22 µM] | 2.2% | 3.0% | ?
Cc1ccc(N2CC(C)Cn3c2nc2c3c(=O)n(CC(=O)OCc3ccccc3)c(=O)n2C)cc1C (configuration not stated) | nt | 22.0% | -10.0% | ? | 1.6% | -6.5% | 1.0% | 2.2%[0.369 µM] | -2.1% | -2.8% | 9.2%
CCNc1cc(=O)n(C)c(=O)n1C | -2.9% | 1.1% | 23.4% | 4.4% | -1.2% | 0.1% | -0.1% | -1.0% | 0.0% | -1.4% | 10µM*
Cc1cc(-c2ccco2)n(CC(=O)NCCN(C)C)n1 | 6.6% | nt | 6.0% | 6.9% | -0.8% | -1.8% | -2.6% | 0.6% | 3.4% | 0.2% | -2.2%
CCOC(=O)Cn1c(=NC(=O)CSC(C)=O)sc2cc(OC)ccc21 | 2.1% | 16.1% | 4.0% | ? | -1.0% | -7.9% | -0.8% | 1.6% | 2.2% | -1.4% | ?
COCCNC(=O)COc1cc(=O)n(C)c2ccccc12 | -3.9% | 4.4% | -1.6% | -3.7% | -0.4% | -4.3% | -1.4% | -4.0% | 0.0% | 0.4% | ?
COC(=O)c1cc(OC)c(OC)cc1NC(=O)c1c(C)noc1C | 3.1% | -8.5% | 6.7% | 3.9% | -2.2% | -5.5% | 1.7% | 0.7% | 3.4% | 1.9% | -2.0%
Cc1sc2ncnc(NCCCO)c2c1C | -1.6% | nt | 10.1% | -2.2% | -0.4% | -0.5% | 1.3% | 0.3% | -2.3% | 2.4% | 28.1%

Screening results from PubChem.
